Pol iota inh = qHTS for Inhibitors of Polymerase Iota | DNA polymerase iota (Homo sapiens), Q9UNA4 | Pol iota fluorescent replication assay, 10 min | Potency, µM (top dose mostly 115 µM), for inactives: at the highest dose activity, negative = inhibition, actives largely listed as inhibitors | 1% of 390,000 active
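Pol iota at 10 nM preincubated 15 min with compounds at room temperature; reaction started with fluorescent substrate, 50 nM final. Fluorescence read kinetically at 0 and 10 min; buffer-only wells as negative control.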
BLM inh = qHTS Assay for Inhibitors of Bloom's syndrome helicase (BLM); RecQ-like DNA helicase BLM (Homo sapiens), P54132; recombinant BLM DNA unwinding, fluorescence dequenching; Potency, µM (series often up to 56.1 µM), inactives show top-dose activity change, negative = inhibition, actives largely listed as inhibitors; 0.2% of 350,000 active;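 note: plate controls were vehicle for no effect and no enzyme for full effect; nearly all actives have a fitted effect of over 35% in size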
G9a inh = qHTS Assay for Inhibitors of Histone Lysine Methyltransferase G9a | Histone-lysine N-methyltransferase EHMT2 (Homo sapiens), Q96KQ7 | G9a H3K9 monomethylation, AlphaScreen, 2 h | Potency, µM (doses to about 102 µM), inactives show at the top dose activity, negative = inhibition, usual class: inhibitors | 8.8% of 350,000 active; note: % is set by controls: 0 for no effect and ±100 for the full control effect; nearly all actives have a fitted effect of over 75% in size
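Step 1: enzyme (final 20 nM) with compound, 15 min RT. Step 2: substrate peptide 500 nM and SAM 20 uM, 2 h RT. Step 3: anti-H3K9me1 antibody and AlphaScreen beads, 10 min, then plate read.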
Pol beta inh = qHTS Assay for Inhibitors of DNA Polymerase Beta. Potency, µM (doses to about 114 µM), without a hit: at the top dose activity change, negative = inhibition, hits mostly inhibitors. 1.3% of 340,000 active. Pol beta primer extension/strand displacement, fluorescence kinetic; note: % is set by controls: 0 for no effect and ±100 for the full control effect
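10 nM enzyme + cpd, 15 min RT; start with substrate 50 nM final; read 0 min and after 10 min RT. Corrected, normalized data; 4-parameter Hill curve fit.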
Pol kappa inh = qHTS for Inhibitors of Polymerase Kappa | AID 588579, 2011 | purified Pol kappa, fluorescent DNA synthesis assay, 10 min | 0.53% of 400,000 active | Potency, µM (series often up to 107 µM), inactives show at the top dose activity, negative = inhibition, most hits filed as inhibitors; note: % is set by controls: 0 for no effect and ±100 for the full control effect
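Fluorescent qHTS in 1536-well format: enzyme (10 nM) and compound sat 15 min at room temperature before 50 nM substrate (final) was added. Signal taken at 0 and 10 min; no-enzyme buffer wells were negative controls.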
BAZ2B block = qHTS Assay for Inhibitors of BAZ2B; Bromodomain adjacent to zinc finger domain protein 2B (Homo sapiens), Q9UIF8; AlphaScreen BAZ2B-H3K14Ac peptide displacement; Potency, µM (top dose mostly 114 µM), without a hit: at the top dose activity change, negative = inhibition, hits mostly inhibitors; 4.4% of 360,000 active; AID 504333, 2011; note: % is set by controls: 0 for no effect and ±100 for the full control effect; nearly all actives have a fitted effect of over 60% in size
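Multi-concentration screen (max 110 uM) measuring displacement of acetylated histone H3 peptide from BAZ2B by AlphaScreen, using 50 nM protein, 50 nM peptide and 10 ug/mL streptavidin donor plus Ni-chelate acceptor beads.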
APE1 inh = qHTS Assay for Inhibitors of the Human Apurinic/apyrimidinic Endonuclease 1 (APE1); Potency, µM (series often up to 65.8 µM), inactives show top-dose activity change, negative = inhibition, actives largely listed as inhibitors; AID 2517, 2012; DNA repair nuclease/redox regulator APEX1 (Homo sapiens), P27695; 0.35% of 350,000 active; recombinant APE1, TAMRA/BHQ-2 abasic DNA cleavage fluorescence;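 note: plate controls were vehicle for no effect and reference inhibitor for full effect; nearly all actives have a fitted effect of over 55% in size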
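Substrate: short duplex with […] THF abasic site, 5'-TAMRA and 3'-BHQ-2, 50 nM final. APE1 at 0.75 nM, preincubated 15 min RT with compound. Fluorescence increase from first to third read measured activity.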
Apoferritin bind = qHTS Assay for Identification of Novel General Anesthetics; Potency, µM (highest dose often 77.5 µM), without a hit: at the highest dose activity change, negative = displacement, actives largely listed as inhibitors; 0.074% of 350,000 active; AID 485281, 2010; Ferritin light chain (Equus caballus), P02791; apoferritin/1-aminoanthracene competitive binding, fluorescence; note: % is set by controls: 0 for no effect and ±100 for the full control effect; nearly all actives have a fitted effect of over 20% in size
Target sequence (P02791 2-175 limits assumed): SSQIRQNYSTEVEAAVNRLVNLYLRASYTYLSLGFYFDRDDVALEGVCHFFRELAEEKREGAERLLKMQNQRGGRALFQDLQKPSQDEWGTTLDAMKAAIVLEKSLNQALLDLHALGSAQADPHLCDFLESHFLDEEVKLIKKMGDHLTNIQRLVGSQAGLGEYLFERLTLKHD
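In PBS, apoferritin at 10 uM is loaded with 1-AMA from a 50% saturated solution. After 10 min of compound exposure at ambient temperature, reduced 535 nm fluorescence indicates probe displacement.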
Pol eta inh = qHTS for Inhibitors of Polymerase Eta; DNA polymerase eta (Homo sapiens), Q9Y253; 1.2% of 390,000 active; recombinant Pol eta, fluorescent DNA replication assay; AID 588591, 2011; Potency, µM (titrated, usually from 114 µM), for inactives: top-dose activity change, negative = inhibition, actives largely listed as inhibitors; note: % is set by controls: 0 for no effect and ±100 for the full control effect
Target sequence (Q9Y253 whole entry, looked up): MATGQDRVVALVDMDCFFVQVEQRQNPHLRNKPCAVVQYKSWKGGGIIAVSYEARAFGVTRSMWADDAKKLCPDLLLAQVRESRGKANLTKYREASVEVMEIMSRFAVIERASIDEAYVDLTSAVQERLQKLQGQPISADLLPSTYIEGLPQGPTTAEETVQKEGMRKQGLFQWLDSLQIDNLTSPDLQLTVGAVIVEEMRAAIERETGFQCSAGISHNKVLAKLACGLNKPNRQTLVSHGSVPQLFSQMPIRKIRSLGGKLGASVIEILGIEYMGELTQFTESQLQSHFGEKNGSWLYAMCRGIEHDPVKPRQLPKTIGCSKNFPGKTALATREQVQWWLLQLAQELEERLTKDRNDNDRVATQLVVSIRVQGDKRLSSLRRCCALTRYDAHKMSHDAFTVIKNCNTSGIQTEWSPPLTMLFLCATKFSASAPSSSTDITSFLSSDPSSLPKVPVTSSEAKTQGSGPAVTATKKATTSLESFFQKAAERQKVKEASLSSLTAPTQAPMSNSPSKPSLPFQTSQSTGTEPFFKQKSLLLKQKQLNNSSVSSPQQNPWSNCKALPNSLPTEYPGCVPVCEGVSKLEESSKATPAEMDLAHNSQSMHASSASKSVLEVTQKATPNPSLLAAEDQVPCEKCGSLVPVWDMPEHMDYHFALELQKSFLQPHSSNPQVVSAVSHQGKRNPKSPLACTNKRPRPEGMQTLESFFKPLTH
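Pol eta at 10 nM preincubated with compounds 15 min at room temperature; reaction started with fluorescent substrate (50 nM final) and read kinetically at 0 and 10 min.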
An asterisk follows results filed as active; ? = inconclusive; nt = not tested or not shown; [ ] = remark or other dose. Calls come from the whole dose curve; as a rule, active = well fitted curve in the direction sought with a large enough effect; inconclusive = small, poorly fitted or top-dose-only effect, or another doubt; inactive = no such curve, though single readings can be large; an effect the other way counts as inactive or inconclusive. Potency is the fitted concentration of half-maximal effect. These rows are one share of the data. The share of hits here may be higher or lower than overall.

| SMILES | Pol iota inh | BLM inh | G9a inh | Pol beta inh | Pol kappa inh | BAZ2B block | APE1 inh | Apoferritin bind | Pol eta inh |
| --- | --- | --- | --- | --- | --- | --- | --- | --- | --- |
| COc1ccc(C(=O)N2CCN(c3ccccc3)CC2)cc1S(=O)(=O)NC1CC1 | 27.5% | nt | -8.5% | nt | -17.9% | 5.2% | 18.0% | nt | -21.7% |
| COc1cccc2cc(C(C)N(CCCN3CCOCC3)C(=S)Nc3ccc(C)cc3)oc12 (stereo unspecified) | 12.0% | -5.6% | -2.0%[59 µM] | -0.2% | -5.0% | -24.8% | -11.4% | -7.5% | -6.6% |
| COc1ccc(C(=O)OCC(=O)c2cc(C)n(CC3CCCO3)c2C)cc1[N+](=O)[O-] (stereo unspecified) | 3.1% | nt | ? | nt | -19.8% | ? | -4.4% | nt | -10.9% |
| O=C(NC1CCCC1)C(c1ccncc1)N(Cc1ccccc1)C(=O)Cc1cccs1 (stereo unspecified) | 9.7% | -5.0% | -20.6% | 33.7% | -0.2% | 0.0% | ? | -15.2% | -8.8% |
| Cc1ccc(S(=O)(=O)Nc2c(C)ccc3nsnc23)cc1 | 29.0% | -6.4% | 18.8%[59 µM] | 26.7% | -10.8% | 2.3% | 8.7% | -4.5% | -6.4% |
| COC(=O)c1ccc(C)c(NC(=O)c2ccc(CN3CCc4ccccc4C3)cc2)c1 | -23.5% | -4.1% | nt | 62.0% | -3.1% | 7.0% | -1.6% | -11.1% | -3.0% |
| Oc1[nH]c2ccccc2c1OCc1ccncc1 | 1.3% | 0.7% | -5.4% | 20.6% | 0.5% | 7.0% | -5.4% | -8.2% | -5.0% |
| C=C(C)C(=O)Nc1cccc(C2=NOC3(C2)C[C@H](C(N)=O)N(C(=O)C(c2ccccc2)c2ccccc2)C3)c1 (stereo partly specified) | 31.6µM* | -24.2% | ? | 14.1µM* | 25.1µM* | 25.1µM* | ? | 2.2% | 3.98µM* |
| CC(C)N(C(=O)CSc1nn2c(=O)c(C(C)(C)C)nnc2s1)c1ccccc1 | -4.4% | -4.9% | -33.9% | 35.5% | -1.2% | -4.7% | 9.3% | -11.0% | -14.9% |
| CC(=O)Nc1ccc(Oc2ccc(S(=O)(=O)N3CCCC3)cn2)cc1 | -7.8% | nt | 23.0%[2.33 µM] | nt | -7.6% | -4.2% | 35.9% | nt | -2.0% |
| Cc1nnc(SCc2nnc(-c3ccccc3Br)o2)s1 | 11.1% | -11.9% | -37.2% | -23.8% | -0.6% | -14.1% | 10.3% | -17.6% | -8.7% |
| CCc1c(O)nc(SCC(=O)NC(C)(C)C)n(-c2ccccc2)c1=O | 6.4% | -2.3% | 4.4%[59 µM] | 33.1% | -11.3% | -4.9%[57.1 µM] | -0.2% | -7.0% | 5.8% |
| Cc1nc2nc(CCNS(=O)(=O)c3ccc(Cl)cc3)cn2nc1C | 26.2% | -2.1% | 8.3%[59 µM] | 17.0% | 8.4% | -11.0% | 40.0%[activator] | 79.5%[activator] | -12.0% |
| CCc1cccc(C)c1NC(=O)C1CC(=O)N(C2CCCC2)C1 (stereo unspecified) | -22.2% | nt | 10.0%[2.33 µM] | nt | 1.2% | 8.1% | 28.0% | nt | -5.7% |
| COCCN(CC1CCCN(C2Cc3ccccc3C2)C1)C(=O)c1cccs1 (stereo unspecified) | 54.6% | -1.3% | 10.2% | 34.5% | 10.3% | -20.7% | 37.4% | -11.7% | -5.2% |
| O=C(NN1C(=O)C2C3C=CC(C3)[C@H]2C1=O)c1cccnc1 (stereo partly specified) | 10.5% | -13.4% | 22.2%[59 µM] | 27.2% | -11.7% | -2.8% | 9.2% | 5.3% | -18.8% |
| Cc1csc(C2=C(O)CN(CCc3ccccc3)C2=N)n1 | -12.1% | 1.1% | -3.9% | 12.3% | -0.7% | 16.8% | -0.2% | -4.8% | -7.5% |
| Cc1ccc(C(=O)Oc2ccc3c(c2)ncn3C)cc1 | 47.1%[activator] | -2.0% | -44.3%[59 µM] | 26.0% | -5.0%[60.1 µM] | -8.1% | 10.9% | -5.3% | -11.8% |
| ClC1(Cl)CC1CSc1nc2ccccc2[nH]1 (stereo unspecified) | 86.3%[activator] | -7.8% | -33.8% | 8.8% | -15.5% | 1.6% | 0.6% | ? | -19.1% |
| CCOC(=O)N1CCN(C(=O)COC(=O)CSc2cc(C)c(Br)cc2C)CC1 | 23.9% | nt | -4.7% | nt | 2.7% | 4.3% | 6.0% | nt | -26.6% |

Just Pol eta inh, Apoferritin bind and BLM inh, for some of the entries so far:
structure	Pol eta inh	Apoferritin bind	BLM inh
ClC1(Cl)CC1CSc1nc2ccccc2[nH]1 (stereo unspecified)	-19.1%	?	-7.8%
CCOC(=O)N1CCN(C(=O)COC(=O)CSc2cc(C)c(Br)cc2C)CC1	-26.6%	nt	nt

Shown as a hit in Pol eta inh, among the entries above:
mol	Pol iota inh	BLM inh	G9a inh	Pol kappa inh	BAZ2B block	APE1 inh	Apoferritin bind	Pol eta inh
C=C(C)C(=O)Nc1cccc(C2=NOC3(C2)C[C@H](C(N)=O)N(C(=O)C(c2ccccc2)c2ccccc2)C3)c1 (stereo partly specified)	31.6µM*	-24.2%	?	25.1µM*	25.1µM*	?	2.2%	3.98µM*

More structures.
| SMILES | Pol iota inh | BLM inh | G9a inh | Pol beta inh | Pol kappa inh | BAZ2B block | APE1 inh | Apoferritin bind | Pol eta inh |
| --- | --- | --- | --- | --- | --- | --- | --- | --- | --- |
| CCOc1c2ccc(C(=O)NCc3cc(C(F)(F)F)cc(C(F)(F)F)c3)cc2nn1C | 13.9% | -6.1% | 6.5%[12.7 µM] | -0.6% | -7.9% | -6.2% | -6.7% | -1.3% | -27.9% |
| CC(=O)c1sc(NC(=O)CCS(=O)(=O)c2ccccc2)nc1C | -21.2% | 0.7% | 51.2%[activator] | 41.4% | -0.7% | -14.3% | 30.4% | -9.9% | 6.4% |
| Nc1nc(-c2ccc(Br)s2)c(Br)s1 | -2.7% | -8.7% | ? | -11.9% | -23.2% | 39.8µM* | -5.0% | -14.8% | -11.5% |
| Cc1ccc2c(c1)c1nnc(SCC(=O)Nc3cccc(Cl)c3C)nc1n2CC(=O)O | -1.1% | -3.7% | ? | 22.4µM* | -16.5% | 50.1µM* | -1.5% | -10.6% | 79.4µM* |
| COc1ccc2cc[nH]c2c1 | 181.4%[activator] | -5.1% | 24.5%[59 µM] | 34.9%[activator] | -0.4% | ? | -6.2% | -13.7% | -14.9% |
| CCC(=O)N(Cc1cc2c(C)cc(C)cc2[nH]c1=O)C1CCCCC1 | 10.3% | -0.3% | 0.3%[59 µM] | -17.3% | -8.1% | nt | 2.7% | ? | -13.1% |
| CN1C(=O)/C(=C/C=C2\SCCN2C)N(C)C1=S | 84.5%[activator] | -1.5% | 39.8µM* | 5.4% | -3.1% | -34.6% | -0.4% | -11.6% | -12.4% |
| CC(=O)OC1CC[C@]2(C)C(=CCC3C4CCC(C(C)CCCC(C)C)[C@]4(C)CCC32)C1 (stereo partly specified) | nt | -0.9% | nt | nt | -5.6%[60.1 µM] | nt | -5.3% | -15.0% | nt |
| COc1ccc(-n2c(C(C)(C)C)csc2=Nc2c(C)n(C)n(-c3ccccc3)c2=O)cc1 | 17.9% | -2.1% | -15.4%[59 µM] | 2.1% | 1.0% | -21.4% | -0.5% | -3.1% | 0.3% |
| CCCSc1ccc([C@@H]2[C@@H]3C(=O)N(CC)C(=O)[C@@H]3[C@]3(C(=O)OC)CCCCN23)cc1 | -17.9% | nt | nt | nt | -11.1% | nt | -7.2% | nt | -13.0% |
| Cc1cc(NCc2ccccc2Cl)n2nnnc2n1 | 1.4% | 3.3% | 11.4%[59 µM] | 2.6% | -2.8% | 15.1% | 5.0% | 1.3% | -8.0% |
| CCOc1ccc(N2CC(C(=O)Nc3cccc(S(=O)(=O)N4CCCCC4)c3)CC2=O)cc1 (stereo unspecified) | 58.8%[activator] | -7.3% | -30.4% | -9.9% | -15.5% | -9.2% | 15.3% | -20.7% | -22.3% |
| Cc1nn(C)c(Oc2ccc(Cl)cc2)c1C=O | 11.5% | 0.3% | 22.8% | 1.3% | -10.7% | 6.9% | -3.7% | -13.4% | -10.8% |
| COc1ccc(NC(=S)N2CCN(C(c3ccccc3)c3ccccc3)CC2)c(OC)c1 | 35.3%[activator] | -10.3% | nt | -0.3% | -0.2% | ? | -2.6% | 7.6% | 2.1% |
| CCNC(=O)COc1cc(C)c(Br)c(C)c1 | -14.6% | -1.7% | -4.3% | 29.4% | 3.4% | -9.4% | -1.7% | -18.6% | -12.6% |
| Cn1c(C(=O)N2CCN(Cc3ccccc3)CC2)cc2c(=O)n(C)c3ccccc3c21 | 29.4% | -3.6% | 44.7µM* | 12.9% | -7.4% | -3.3% | -4.7% | -14.3% | -4.7% |
| S=C(c1ccc2c(c1)OCO2)N1CCOCC1 | -18.9% | 0.5% | 31.6µM* | 0.6% | 2.1% | -22.8% | 1.8% | 3.2% | -12.6% |
| C[C@@H](C(=O)NCC1CCCO1)N1C(=O)N2CCc3c([nH]c4ccccc34)[C@@]2(C)C1=O (stereo partly specified) | 16.4% | -0.4% | nt | 12.7% | 0.2% | 5.1% | 4.0% | -8.7% | -25.6% |
| O=C(CCCN1C(=O)/C(=C/c2ccccc2Cl)SC1=S)NNC(=O)c1ccccc1Cl | -9.2% | -11.0% | 10.0%[59 µM] | 32.1% | -3.5% | -6.4% | 23.6% | 7.3% | -10.1% |
| CC1CCN(c2c(NCc3ccc(C(=O)N4CCc5ccccc54)cc3)c(=O)c2=O)CC1 | -5.8% | -3.9% | -24.0% | 4.3% | -12.1% | 5.1% | -3.9% | -13.6% | -6.2% |
